# MsrA inh – bovine MsrA inhibition; actives 0.75% (n = 360,000); inhibition, % at 15.5 µM; purified bovine MsrA, absorbance read-out; AID 651718; in the data active = inhibition above about 4.5%;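 note: 0% = vehicle wells with enzyme and 100% = reference inhibitor wells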
# eLon inh – inhibitors of E. coli Lon protease | P0A9M0 | purified E. coli Lon protease, fluorescence polarization | inhibition, % at 7.94 µM | actives 0.42% (n = 360,000) | AID 602123; in the data active = inhibition above about 13%, passing the limit was not always enough;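 note: 0% = enzyme with probe and DMSO and 100% = no enzyme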
# CendR NRP1 mod – NRP-1/CendR interaction modulation. FAM-RPARPAR peptide binding to NRP-1, fluorescence polarization. inhibition, % at 25 µM. actives 0.85% (n = 360,000);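 active = inhibition or corrected inhibition above about 18%, plus a signal ratio from 0.5 to 1.5, limit read from the data, passing the limit was not always enough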; note: strong numbers were not always called active
# FAS TE block – blocks the thioesterase domain of human fatty acid synthase; P49327; recombinant FAS-TE, OMFH fluorogenic substrate, fluorescence endpoint; inhibition, % at 15 µM; actives 0.67% (n = 360,000); AID 602261;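 active = compounds whose normalised, plate-corrected inhibition of enzyme fluorescence in the single-dose primary screen is 50% or more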;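 note: 0% = DMSO with enzyme and 100% = substrate without enzyme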
# TbMetRS inhib – Trypanosoma brucei MetRS inhibition; inhibition, % at 11.9 µM; purified T. brucei MetRS, ATP depletion, Kinase-Glo luminescence; actives 0.4% (n = 360,000);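 active = inhibition above a per-plate cutoff of the control wells' mean inhibition plus 3 SD, cut at about 5.5% in these data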;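 note: 0% = DMSO wells median and 100% = median of wells with control inhibitor compound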
#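 Dosing: 11.9 µM compound single dose, 0.9% DMSO; Assay system: purified T. brucei MetRS enzyme; Measured by: Kinase-Glo luciferase luminescence reporting remaining unconsumed ATP; Schedule: 15 min plus 2 h at 25 °C.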
# PABP1 MLLE inh – blocks PAM2 peptide binding to the PABP1 MLLE domain; P11940; GST-MLLE / FITC-PAM2 fluorescence polarization; actives 0.36% (n = 360,000); inhibition, % at 20 µM; in the data active = inhibition above about 35%, passing the limit was not always enough;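 note: plate controls were DMSO wells with GST-MLLE for no effect and wells lacking GST-MLLE protein for full effect; some results filed as inactive read as strong as hits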
# MT1-MMP act inh – inhibitors of human MT1-MMP activation. HT1080 RFP-PRO-GFP cells, GFP/RFP ratio fluorescence, overnight; percent of plate control window, DMSO zero. P50281. GFP/RFP ratio change, % at 20 µM. actives 0.061% (n = 360,000);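 active = GFP/RFP ratio change of at least 30% with cell ATP level not reduced by more than half and red fluorescence within 50% of control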; note: strong numbers were not always called active
#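 Assay system: RFP-PRO-GFP reporter HT1080 cells; read-out basis: GFP/RFP fluorescence ratio; benchmarks: DMSO wells and RFP-L50D-GFP cells; doses: 20 µM single dose, 1% DMSO; schedule: overnight cell settling, then overnight compound exposure, 37 °C, 5% CO2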
# bovine MsrA act – activates bovine MsrA enzyme; purified bovine MsrA, absorbance read-out; activation, % at 10.6 µM; actives 0.3% (n = 360,000); AID 602163; in the data active = activation above about 7.5%;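 note: 0% = vehicle and 100% = reference activator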
# SKN-1 inh – C. elegans SKN-1 inhibition | actives 0.49% (n = 360,000) | C. elegans VP596 Pgst-4::GFP/RFP ratio, acrylamide-induced, 24 h | inhibition, % at 21.8 µM;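 active = interference check ratio from 0.5 to 1.5 plus GFP to RFP signal ratio inhibition reaching or exceeding a fixed threshold, cut at about 30% in these data, passing the limit was not always enough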; note: some compounds called inactive have numbers as strong as hits
# Numbers without * were called inactive; · = no result given.
Molecule	CendR NRP1 mod	MT1-MMP act inh	MsrA inh	PABP1 MLLE inh	bovine MsrA act	FAS TE block	eLon inh	SKN-1 inh	TbMetRS inhib
CCc1c(C(=O)NNC(=S)NCC(C)C)csc1C	-5	0	·	-4	-4	-5	1	-22	-0.7
COc1ccc(OCC(=O)N2CCN(C(=O)c3ccc([N+](=O)[O-])cc3)CC2)cc1	-7	3	1.4	0	-1	-4	4	-1	-0.3
O=C1OC(c2ccccc2)(c2ccccc2)c2ccccc21	3	-2	-1.1	-5	-7	16	-14	5	0.0
Cc1nnc(SCCCOc2ccccc2)nc1C	0	5	-1.1	10	0	-3	6	10	-0.1
O=C(CCC(=O)c1cccs1)NCc1cccnc1	11	3	1.4	-21	-3	-2	2	1	-0.5
CCOC(=O)c1ccc(NS(=O)(=O)c2cc(-c3nnnn3CC)ccc2OC)cc1	7	1	-0.3	1	-2	8	-4	14	-0.2
CC(=O)c1cccc(NC(=S)N2CCCC2)c1	4	-1	2.7	-88	-6	-4	-2	1	-0.6
O=C(Nc1nnc(SCC(=O)N2CCOCC2)s1)c1ccccc1Cl	-8	2	-1.2	-9	-2	-8	-1	-2	-1.4
O=C(Nc1ccc(Cl)cc1)N1CCN(C(=O)C2CCCO2)CC1 (centres undefined)	4	3	-0.4	-8	-3	-4	-3	15	0.2
Cc1ccc(OCC(O)Cn2c3ccccc3c3ccccc32)cc1 (centres undefined)	-2	-2	-0.4	0	-1	28	5	9	-0.6
Cc1csc(=O)n1CCC(=O)NCc1ccc(F)cc1	-7	1	1.0	-10	-2	-4	2	7	-0.5
COc1cccc(C(=O)NNC(=O)C(=O)Nc2cccc(Cl)c2C)c1	-11	·	-0.5	-2	-3	-2	3	-3	-1.5
Cc1cc2nn(-c3cccc4ccccc34)nc2cc1N	-8	-4	0.7	-6	-2	6	12	22	-0.3
Cc1cccc(NC(=O)c2cc(C)nc3ccccc23)c1	-10	-4	-0.5	2	-3	-6	-8	8	0.2
C/C(=N\NC(=O)c1cccc(N/N=C(\C)c2ccc([N+](=O)[O-])cc2)c1)c1ccc([N+](=O)[O-])cc1	-17	7	1.0	-2	-5	3	-9	-8	-0.8
Cc1cc(C)cc(OCC(=O)N/N=C\c2cn(C)nc2C)c1	-5	6	-0.5	4	-2	-9	2	0	0.4
COc1ccc(-c2noc(-c3ccc(C)cc3)n2)cc1	-13	-1	0.8	12	-3	11	1	-2	-0.7
CCOC(=O)CSc1nnc(-c2cccnc2)o1	4	1	-1.7	1	-4	-8	-7	-17	-1.2
CCN(Cc1nc2cc(Cl)ccc2c(=O)[nH]1)C(=O)c1cc(C2CC2)nn1-c1ccccc1	2	-5	0.0	7	-4	23	8	-5	-0.3
CCN(C(=O)Cc1cccs1)c1nnc(-c2cc(OC)c(OC)c(OC)c2)s1	-4	-5	0.3	10	-5	13	0	24	-0.2
Cc1cc(C)n2c(SCCO)nnc2n1	-4	2	-0.2	1	-3	-5	-4	-9	-0.2
CC(C)CN(C(=O)Cn1nnc(-c2ccc(F)cc2)n1)C1CCS(=O)(=O)C1 (centres undefined)	-2	1	1.7	-2	0	-6	5	-6	-0.5
Cc1ccc(S(=O)(=O)N2CCC(C(=O)OCC(=O)N(CCC#N)c3ccc(F)cc3)CC2)cc1C	0	7	0.1	5	-1	15	-4	8	-0.4
CCCCC(=O)N/N=C(\C)CC(=O)Nc1ccccc1Br	0	0	2.1	-1	0	-7	4	10	0.7
O=C(c1ccc(OC2CCN(C/C=C/c3ccc(F)cc3)CC2)cc1)N1CCCC1	10	-7	-1.1	-4	-5	-5	-2	-11	-0.7
COc1ccc(CNc2ccc(C)cc2)cc1Br	-2	0	0.2	9	-2	8	2	1	1.8
Cc1cc(C)nc(SCc2cc(=O)c(OC(=O)c3ccco3)co2)n1	12	5	1.6	-3	0	-10	5	9	-0.6
Cc1nc(C)c(C(=O)Nc2ncc([N+](=O)[O-])s2)o1	-4	-2	-0.5	12	-11	-3	-4	-12	-1.0
COc1ccccc1CNCC(=O)Nc1ccc(N2CCOCC2)cc1	7	-3	1.8	3	2	-10	-3	3	-0.2
COC(=O)c1ccc(NC(=O)CCN2CCN(c3ccccc3)CC2)cc1	10	20	0.7	-29	1	1	-6	13	-0.5
CCCCS(=O)(=O)N1CCN(S(=O)(=O)c2ccc(Cl)s2)CC1	20	-1	0.9	-3	-2	-6	2	11	-0.3
N#C/C(=C\c1ccco1)c1nc2ccccc2s1	-35	-4	1.9	-31	-3	6	-54	88*	-0.3
CC(OC(=O)Cn1ccccc1=O)C(=O)Nc1cc(Cl)cc(Cl)c1 (centres undefined)	-1	2	0.4	12	-6	2	4	-4	-0.4
CCNC(=S)N1CCN(C(=O)c2ccco2)CC1	8	-1	-0.2	-104	-1	-8	-4	10	0.3
O=S(=O)(NC(CO)Cc1ccccc1)c1cc(Cl)ccc1F (centres undefined)	-3	2	-0.8	-1	-5	-2	-9	5	-0.2
Cc1oc(-c2ccccc2)cc1C(=O)Nc1cccc(/C=C\C(=O)O)c1	-13	4	0.5	6	-4	14	0	13	-0.6
Fc1ccc(NC(=S)Nc2cc(-c3ccccc3)[nH]n2)cc1Cl	-6	-1	-0.8	23	-1	20	0	-3	-0.2
Cc1noc(C)c1S(=O)(=O)Nc1ccccc1N1CCOCC1	16	4	0.8	-2	-1	-3	10	-12	-0.2
Cc1cccc(NC(=O)C23CCC(C)(/C(=N/O)C2)C3(C)C)c1 (centres undefined)	-7	4	-0.5	2	-2	-7	4	14	-0.1
C#CCOCCOCCOCCNc1nc(N2CCN(C(=O)CCCCCCCCCCNC(=O)[C@H](CCCCN)n3cc(C)nn3)CC2)nc(N2CCN(C(=O)CCCCCCCCCCNC(=O)[C@@H]([C@H](C)O)n3cc(C)nn3)CC2)n1	1	3	·	-8	-2	-20	-2	11	-0.3
NC(=O)CCS(=O)(=O)c1ccc(Cl)cc1	3	2	0.9	2	-3	-3	-7	15	-0.5
CCn1cc([N+](=O)[O-])c(C(=O)N2N=C(c3ccc4ccccc4c3)CC2c2cc(Br)ccc2O)n1 (centres undefined)	-14	-77	·	4	-6	22	4	-6	-1.8
COc1ccc2c(c1OC)C(=O)O[C@@H]2[C@H]1c2c(cc3c(c2OC)OCO3)CCN1C	-6	0	-1.2	10	0	0	-12	3	0.4
O=C1CC(N2CCN(S(=O)(=O)c3cccc(C(F)(F)F)c3)CC2)C(=O)N1Cc1ccccc1 (centres undefined)	-3	6	-1.0	-6	-6	0	-4	20	-0.3
CC1S/C(=C(\C#N)C(=O)NCc2ccco2)N(c2ccc(F)cc2)C1=O (centres undefined)	-12	-4	0.6	-2	-5	2	-7	-10	-1.0
O=C(Nc1nccs1)C1CCCN1S(=O)(=O)c1ccc(Cl)cc1 (centres undefined)	13	-1	-0.1	-10	-3	-3	8	7	-0.2
NC(c1csc(Nc2cc(NCCCO)ncn2)n1)c1ccccc1Cl (centres undefined)	-7	-3	-0.3	12	3	-7	-9	7	0.3
CCOC(=O)N1CCC(N2Cc3cccc(C(=O)Nc4ccc(F)cc4)c3C2=O)CC1	2	-5	0.5	15	-1	19	2	11	-0.3
COc1ccccc1-n1c(CNC(=O)c2ccco2)nnc1SCC(=O)Nc1nccs1	-15	2	-0.5	-14	-12	-6	-8	-3	-1.1
O=C(CCCn1c(SCC(=O)c2ccccc2)nc2ccccc2c1=O)NCC1CCCO1 (centres undefined)	3	3	-1.1	22	-3	-3	-11	-1	-0.6

# One compound at a time, as listed above. Values in the order: CendR NRP1 mod, MT1-MMP act inh, MsrA inh, PABP1 MLLE inh, bovine MsrA act, FAS TE block, eLon inh, SKN-1 inh, TbMetRS inhib
# Cc1noc(C)c1S(=O)(=O)Nc1ccccc1N1CCOCC1 in the list: 16, 4, 0.8, -2, -1, -3, 10, -12, -0.2
# COc1ccc2c(c1OC)C(=O)O[C@@H]2[C@H]1c2c(cc3c(c2OC)OCO3)CCN1C in the list: -6, 0, -1.2, 10, 0, 0, -12, 3, 0.4
# CC(OC(=O)Cn1ccccc1=O)C(=O)Nc1cc(Cl)cc(Cl)c1 (centres undefined) in the list: -1, 2, 0.4, 12, -6, 2, 4, -4, -0.4

# (listing goes on)
Molecule	CendR NRP1 mod	MT1-MMP act inh	MsrA inh	PABP1 MLLE inh	bovine MsrA act	FAS TE block	eLon inh	SKN-1 inh	TbMetRS inhib
CCCN(CC#CC(O)(c1ccccc1)c1cccnc1)CCC (centres undefined)	7	0	-1.4	2	-2	-4	5	-10	0.1
Cc1cccc(NC(=O)C2CCCN2S(=O)(=O)c2ccc(Cl)cc2)n1 (centres undefined)	11	0	-1.5	5	-3	0	-3	-10	-0.3
Cc1cc(C)n2nc(C)c(Br)c2n1	-2	0	-0.2	3	-1	-4	2	-3	0.0
Cc1ccc(CS(=O)(=O)CCC(=O)NCc2ccc3c(c2)OCO3)cc1	8	6	0.5	-13	0	-5	-9	11	-0.9
CCC(NC(=O)C1(C)CC1(Br)Br)c1ccc(C)cc1 (centres undefined)	10	4	-1.0	-1	5	-6	0	24	-0.3
CCCCn1c(SCC(=O)Nc2ccc(OC)cc2)nc2ccc(N3CCOCC3)cc2c1=O	-5	-1	-0.2	-55	-6	12	-7	-1	-0.5
CS(=O)(=O)c1ccc2nnn(OCC(=O)Nc3cccc(C#N)c3)c2c1	-2	1	0.7	-11	-4	-3	-10	-10	-0.3
Cc1cc(C)n(-c2nnc(C)n2/N=C/c2ccccc2F)n1	-10	2	0.7	5	-2	-8	7	13	0.5
Cc1cccc(Cn2c(N3CCN(CCO)CC3)nc3c2c(=O)[nH]c(=O)n3C)c1	4	-4	0.6	1	-13	-6	-4	-1	-1.1
CC(/C=N/NC(=O)c1n[nH]c2c1CCC2)=C\c1ccccc1	-2	22	1.3	5	-12	-2	-9	-4	-0.9
O=C(c1cccc(Cl)c1)N1CCC(=O)N(C(CO)Cc2ccccc2)CC1 (centres undefined)	21	4	0.6	-2	-2	-7	-10	7	-0.4
Cc1ccc(OCc2nc(C#N)c(NCc3ccco3)o2)cc1	0	-3	0.2	-4	-7	11	-4	-7	-0.4
COC(=O)c1cc(-c2cc(OC)ccc2OC)nc2c1c(=O)n(C)c(=O)n2Cc1ccccc1	4	-2	0.5	-17	-2	30	0	10	-0.8
COc1cc(OC)cc(OC(=O)C2CCN(S(=O)(=O)c3ccc(OC)c(OC)c3)CC2)c1	4	6	-0.7	6	1	-1	4	-6	-0.5
COc1cc(-c2nc3cccc(C)n3c2NCC2CCCO2)ccc1O (centres undefined)	-12	8	0.1	23	0	-2	-18	4	-0.4
OCCCNc1ncnc2c1ncn2[C@H]1CN(Cc2ccc(Cl)cc2)C[C@@H](CO)O1	0	3	0.6	-8	-7	-10	-10	-2	-0.3
COc1ccc(C(CNC(=O)c2ccc(S(=O)(=O)N3CCOCC3)cc2)N2CCCCC2)cc1 (centres undefined)	-9	-7	0.3	-23	-1	-10	-3	10	0.1
Cc1ccc(C(=O)NCCNc2ncc(C(F)(F)F)cc2Cl)cc1[N+](=O)[O-]	1	5	0.6	12	-1	55*	6	-14	-0.2
Cc1cc([N+](=O)[O-])ccc1NC(=O)c1ccc(NC(=O)C(C)C)cc1	-5	5	0.7	2	-2	2	9	10	0.6

# Bioassay records: PubChem, several laboratories
